PTHR1 ag – qHTS for PTHR1 Agonists: Primary Screen. HEK293 GP2 PTHR1 cells, GloSensor cAMP luminescence, 1 h. Potency, µM (highest dose often 115 µM), inactives show at the highest dose activation, hits mostly activators. Parathyroid hormone/parathyroid hormone-related peptide receptor (Homo sapiens), Q03431. AID 743266, 2014. 410,000 tested, 0.075% active; note: nearly all actives have a fitted effect of over 55% in size; some results filed as inactive show a strong effect at the top dose; inactives centre near -15; many of its hits are not listed in these tables
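HEK-293-derived GP2 cells expressing PTHR1 and a GloSensor cAMP reporter, 3,000/well, plated overnight, given luciferin plus IBMX (each 0.5 mM as added) for 1 h at 37 °C, then compound for 1 h at 37 °C. Luminescence was read after 15 min at room temperature.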
EPAC1 antag – qHTS for Antagonist of cAMP-regulated guanine nucleotide exchange factor 3 (EPAC1): primary screen; Rap guanine nucleotide exchange factor 3 (Homo sapiens), O95398; Potency, µM (titrated, usually from 115 µM), inactives show at the highest dose activity change, negative = inhibition, usual class: inhibitors; 360,000 tested, 0.14% active; EPAC1 GEF assay, Rap1b-BODIPY-GDP exchange fluorescence;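 note: plate controls were vehicle for no effect and positive control for full effect; nearly all actives have a fitted effect of over 50% in size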
EPAC1 agonist – qHTS for Agonist of cAMP-regulated guanine nucleotide exchange factor 3 (EPAC1): primary screen | Potency, µM (series often up to 154 µM), for the others: at the highest dose activation, usual class: activators | EPAC1 agonist qHTS, biochemical assay; response scale: 100% = response to 6.5 mM cAMP | 360,000 tested, 0.073% active; note: nearly all actives have a fitted effect of over 60% in size
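EPAC1 100 nM, Rap1B–BODIPY-GDP 250 nM, unlabeled GDP 50 uM; compound titration; 5 min RT; kinetic read ex480/em540 at 5-min intervals ×30 min; data normalized to 6.5 mM cAMP agonist control.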
TDP43 rescue – qHTS of TDP-43 Inhibitors; TDP-43 expressing yeast growth rescue, BacTiter-Glo, 24 h; Potency, µM (top dose mostly 46.1 µM), without a hit: at the highest dose growth rescue (activation), most hits filed as activators; 410,000 tested, 1.8% active; note: % of control where 0% means no effect; nearly all actives have a fitted effect of over 50% in size
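Cell-based yeast growth screen: TDP-43 expression induced in galactose, inoculum OD600=0.02 after raffinose pregrowth to mid-log. Read-out BacTiter-Glo luminescence at 24 hr, 30 deg C; inhibition of toxicity seen as signal increase.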
EPAC2 agonist – qHTS for Agonist of cAMP-regulated guanine nucleotide exchange factor 4 (EPAC2): primary screen; Rap guanine nucleotide exchange factor 4 (Homo sapiens), Q8WZA2; EPAC2 activation, biochemical qHTS; response scale: 100% = 6.5 mM cAMP response; Potency, µM (highest dose often 154 µM), for the others: top-dose activation, most hits filed as activators; 360,000 tested, 0.079% active; note: nearly all actives have a fitted effect of over 50% in size
Target sequence (Q8WZA2 whole entry, looked up): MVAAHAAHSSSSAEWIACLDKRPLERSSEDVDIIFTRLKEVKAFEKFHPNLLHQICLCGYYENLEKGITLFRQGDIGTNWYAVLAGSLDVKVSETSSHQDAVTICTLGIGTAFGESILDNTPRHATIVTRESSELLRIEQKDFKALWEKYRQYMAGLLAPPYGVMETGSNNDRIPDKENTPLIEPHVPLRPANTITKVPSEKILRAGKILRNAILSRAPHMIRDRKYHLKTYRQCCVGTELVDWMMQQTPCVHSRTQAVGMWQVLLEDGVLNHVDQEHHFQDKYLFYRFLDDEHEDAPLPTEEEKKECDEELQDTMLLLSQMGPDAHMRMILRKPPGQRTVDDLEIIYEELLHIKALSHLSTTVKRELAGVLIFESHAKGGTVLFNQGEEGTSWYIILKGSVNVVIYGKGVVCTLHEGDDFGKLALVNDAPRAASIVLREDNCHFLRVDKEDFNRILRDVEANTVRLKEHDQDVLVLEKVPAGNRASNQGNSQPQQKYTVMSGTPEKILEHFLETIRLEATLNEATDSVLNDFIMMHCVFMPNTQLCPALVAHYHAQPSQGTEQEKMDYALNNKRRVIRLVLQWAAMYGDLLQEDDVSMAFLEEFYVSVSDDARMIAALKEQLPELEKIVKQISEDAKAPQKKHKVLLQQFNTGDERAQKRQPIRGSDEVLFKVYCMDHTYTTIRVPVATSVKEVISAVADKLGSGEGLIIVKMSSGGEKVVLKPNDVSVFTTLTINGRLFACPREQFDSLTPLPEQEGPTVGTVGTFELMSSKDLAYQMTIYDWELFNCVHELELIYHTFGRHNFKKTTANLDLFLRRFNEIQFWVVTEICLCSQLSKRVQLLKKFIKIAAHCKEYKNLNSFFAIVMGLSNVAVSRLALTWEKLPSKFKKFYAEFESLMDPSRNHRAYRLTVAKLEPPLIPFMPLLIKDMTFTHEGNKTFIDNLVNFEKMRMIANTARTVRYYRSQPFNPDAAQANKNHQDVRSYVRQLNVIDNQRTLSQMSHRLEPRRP
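Setup: EPAC2 100 nM, labeled Rap1B complex 250 nM, free GDP 50 uM. Compound titrations pinned in, brief spin, 5 min room temperature incubation. Kinetic fluorescence read over 30 min, normalized to 6.5 mM cAMP.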
aSyn yeast inh – qHTS of alpha-syn Inhibitors; Yeast expressing alpha-synuclein, growth rescue, BacTiter-Glo, 24 h; Potency, µM (series often up to 46.1 µM), without a hit: at the top dose growth rescue (activation), most hits filed as activators; 370,000 tested, 0.14% active; AID 652106, 2013; note: % of control where 0% means no effect; nearly all actives have a fitted effect of over 65% in size
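Rescue of yeast growth: cells expressing toxic alpha-synuclein, induced in galactose at OD600 0.02, incubated with compound 24 h at 30 C. ATP luminescence quantified growth; inhibitors of toxicity appear as activators.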
EPAC2 antag – qHTS for Antagonist of cAMP-regulated guanine nucleotide exchange factor 2 (EPAC2): primary screen; Rap guanine nucleotide exchange factor 4 (Homo sapiens), Q8WZA2; EPAC2 GEF exchange of Rap1B-BODIPY-GDP, fluorescence; Potency, µM (highest dose often 114 µM), without a hit: at the highest dose activity, negative = inhibition, usual class: inhibitors; 360,000 tested, 0.18% active; note: % is set by controls: 0 for no effect and ±100 for the full control effect; nearly all actives have a fitted effect of over 45% in size; many of its hits are not listed in these tables
FUS yeast rescue – qHTS for Suppressors of FUS Proteinopathy: Primary screen using FUS-linked yeast assay | S. cerevisiae FUS-expressing, growth rescue, OD600, 24 h | Potency, µM (top dose mostly 76.6 µM), for the others: at the top dose growth rescue (activation), most hits filed as activators | 390,000 tested, 0.24% active | AID 1347120, 2019;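 note: plate controls were DMSO vehicle for no effect and reference control for full effect; nearly all actives have a fitted effect of over 55% in size; some results filed as inactive show a strong effect at the top dose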
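Absorbance at 600 nm, taken 24hr after compound addition, measured rescue of FUS-yeast growth at 30C. Induction used 2% galactose with seeding at OD 0.005. Controls: CP55940 from 92uM final, DMSO only.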
* hit, by the source's call; i = inactive; ? = inconclusive; . = not tested or not shown; & = joins results of further samples; [ ] = remark or other dose. Calls come from the whole dose curve; as a rule, active = well fitted curve in the direction sought with a large enough effect; inconclusive = small, poorly fitted or top-dose-only effect, or another doubt; inactive = no such curve, though single readings can be large; an effect the other way counts as inactive or inconclusive. Potency is the fitted concentration of half-maximal effect.

SMILES	PTHR1 ag	EPAC1 antag	EPAC1 agonist	TDP43 rescue	EPAC2 agonist	aSyn yeast inh	EPAC2 antag	FUS yeast rescue
COc1ccc(S(=O)(=O)NCCc2nnc3ccc(SCC(=O)Nc4cc(C)on4)nn23)cc1	i	4%	8%	-23%	7%	-1%	-4%	16%
CCN(CC)CCC(c1ccc2c(c1)OCO2)c1c(OC)cc(OC)c2ccc(=O)oc12 (centres undefined)	i	11%	-9%	8%	-2%	-3%	10%	-13%
Cn1c(=O)c2c(-c3ccc(C(C)(C)C)cc3)n(CC3CCCO3)cc2n(C)c1=O (centres undefined)	-20%[57.5 µM]	2%	-3%	-36%[inhibitor]	-7%	9%	3%	28%
O=S1(=O)C=C(Sc2nc3cc(Cl)ccc3o2)c2ccccc21	-12%	-4%	-1%	13µM*	8%	-8%	8%	-23%
O=C(c1ccco1)N1CCN(C(=O)C2CC(c3ccccc3F)=NO2)CC1 (centres undefined)	-5%	-17%	0%	6%	7%	-4%	3%	9%
CCOc1ccc2nc(SCC(=O)Nc3cc4c(cc3C(C)=O)OCO4)[nH]c2c1	-29%[57.5 µM]	-17%	3%	2%	7%	-1%	-4%	-2%
Cc1cc([N+](=O)[O-])cc([N+](=O)[O-])c1NCC(C)C	i	-17%	5%	20%	10%	3%	-7%	-1%
COc1ccc(N2CCN(C(=O)CN3C(=O)NC(c4ccc(OC)cc4)(c4ccc(OC)cc4)C3=O)CC2)cc1	-14%	-20%	11%	19%	2%	1%	-3%	.
COc1ccc(NC(=O)C2CCC(C)(C(=O)O)C2(C)C)cc1 (centres undefined)	i	-2%	0%	11%	-7%	0%	-6%	7%
CCOc1cc(C2NC(=O)NC(C)=C2C(=O)OCC2CCCCC2)ccc1O (centres undefined)	-19%	-12%	-6%	-8%	4%	-8%	-8%	25%
COc1ccc(OCC(=O)N(Cc2ccc(C)o2)C2CCS(=O)(=O)C2)cc1 (centres undefined)	-18%	6%	13%	5%&14%	5%	0%	-4%	10%&7%
O=C(CCS(=O)(=O)c1cccs1)Nc1ccc(C(=O)NCc2ccccc2)cc1	i	22%	6%	-11%	6%	1%	15%	25%
CC1(c2nnc(-c3ccc(Cl)cc3)o2)CC(c2ccc([N+](=O)[O-])cc2)=NO1 (centres undefined)	-28%	-24%	-9%	4%	8%	-1%	-9%	-20%
COc1cccc(Nc2sc(C(=O)c3ccc4c(c3)OCO4)c(N)c2S(=O)(=O)c2ccccc2)c1	i	.	.	12%	.	-2%	.	13%
Cc1cccc(NC(=O)C2CCCN(c3nc(C)cc(C)n3)C2)c1 (centres undefined)	-6%[57.5 µM]	2%	0%	-22%	3%	-4%	-4%	9%
COc1cccc(CNC(=S)NC2CC2)c1	i	-2%	6%	?	13%	0%	-9%	1%
CCOC(=O)C1=C(c2ccccc2)NC(N)=NC1c1ccc(OCc2ccc(C(=O)OC)cc2)cc1 (centres undefined)	i	?	-5%	-15%	20%	-8%	-11%	25µM*
Cc1nn(CCCC(=O)Nc2cccnc2Cl)c(C)c1[N+](=O)[O-]	-8%	3%	7%	5%	6%	2%	4%	11%
CC(=O)c1cc(C#N)c(N(C)Cc2ccccc2)nc1C	-7%	-28%	13%	12%	14%	6%	50µM*	-5%
CC(=O)c1sc(C(C)(C)C)cc1NC(=O)CCC(=O)O	i	-3%	-1%	-9%[1.82 µM]	1%	3%	2%	3%
COc1cccc(C#Cc2c(C=O)n(C)c3ccccc23)c1	-11%	-2%	4%	10%	11%	-6%	3%	-18%
COc1ccc(S(=O)(=O)NC(Cc2cnc[nH]2)C(=O)O)cc1 (centres undefined)	-13%	-3%	1%	-8%	6%	1%	2%	5%
Cc1ccc(C)c(-c2cc(C(=O)Nc3cccc(C(=O)O)c3)c3ccccc3n2)c1	-11%	-10%	-7%	9%	9%	1%	-16%	0%
CCOc1ccc(N2CC(C(=O)NCC(=O)Nc3ccc(F)c(F)c3F)CC2=O)cc1 (centres undefined)	12%	?	-4%	12%	-2%	30%	-1%	5%
Nc1nc2ccccc2n1Cc1ccc(Cl)c(Cl)c1	-40%[inhibitor]	-11%	3%	3%	3%	1%	?	-12%
The list goes on:
SMILES	PTHR1 ag	EPAC1 antag	EPAC1 agonist	TDP43 rescue	EPAC2 agonist	aSyn yeast inh	EPAC2 antag	FUS yeast rescue
O=Cc1c(N2CCN(CCO)CC2)nc2ccccn2c1=O	i	-28%	-7%	.	-6%	-6%	5%	11%
CCn1c(=S)sc2c(=O)n(CC(=O)Nc3ccc(Cl)cc3)c(C)nc21	-22%	-13%	8%	-4%	-4%	-5%	5%	10%
CCc1nc2c(OCc3c(C)noc3C)cccn2c1N(C=O)Cc1ccc(OC)cc1	i	-19%	-9%	11%	13%	?	-5%	12%
COc1ccc(N(C(=O)c2snc(C(N)=O)c2N)C(C(=O)NC2CCCC2)c2ccc(C)o2)c(OC)c1 (centres undefined)	-14%	3%	8%	-1%	16%	6%	-7%	37%
COc1ccc(C(CCNCc2ccccc2F)c2ccc(F)cc2)cc1 (centres undefined)	-20%	-16%	1%	8%	12%	2%	-5%	.
CCN(CC)C(=O)Cn1cc(C(=O)C(=O)N(C)C2CCN(C)CC2)c2ccccc21	19%	-18%	5%	7%	10%	-4%	-11%	.
S=c1[nH]c2ccccc2n2cccc12	i	-7%	-9%	13µM*	3%	0%	1%	-8%
CCOC(=O)CSc1nnc(-c2ccco2)n1-c1ccccc1	i	10%	1%	-13%	1%	-1%	11%	10%
COc1ccc(N(C)S(=O)(=O)c2cccc(C(=O)NCC3CCCO3)c2)cc1 (centres undefined)	17%[57.5 µM]	11%	4%	-1%	-3%	-12%	-4%	3%
COc1ccc(-c2nn(-c3ccccc3)cc2/C=C/C(=O)N2CCOCC2)cc1OC	i	-1%	-5%	9%	-4%	-1%	-7%	42%
O=C(NCc1ccc(Cl)cc1)c1nccnc1CO	i	10%	2%	-5%	8%	12%	4%	-5%
CCc1ccc(-n2c(C)n[nH]c2=S)cc1	i	-16%	1%	10%	4%	-6%	-10%	4%
O=C(CCc1ccccc1)N=C1SC2CS(=O)(=O)CC2N1Cc1ccc(F)cc1 (centres undefined)	i	-8%	-4%	0%	0%	2%	3%	-15%
O=C(COC(=O)c1ccc(Cl)c(S(=O)(=O)N2CCCCCC2)c1)Nc1ccccc1	-32%	-26%	18%	16%	4%	14%	-1%	?
CCCCC(CC)COP(=O)(OCC(CC)CCCC)OCC(CC)CCCC (centres undefined)	-3%	8%	-16%	12%	-11%	-2%	-13%	-2%
CCn1c(CCCOc2ccc(Cl)cc2Cl)nnc1SCC(=O)Nc1cccc(F)c1	?	-4%	13%	-9%	8%	-2%	-4%	20%
N#Cc1cc(NCC2CCCO2)c([N+](=O)[O-])cc1C#N (centres undefined)	-19%	-3%	-1%	22%	9%	-3%	-1%	.
COc1ccc(C(CNC(=O)c2ccco2)N2CCCCC2)cc1 (centres undefined)	i	-6%	-4%	17%	7%	1%	-2%	-9%
O=C(CCS(=O)(=O)c1cccs1)N1CCCC1	-19%	0%	1%	10%	5%	5%	1%	-10%
CCCn1c(SCC(=O)Nc2sc(C)c(C)c2C#N)nnc1C(C)C	-19%	0%	-2%	0%	2%	1%	-2%	31%
CNC(=O)C(=O)NCCC1CCCCN1S(=O)(=O)c1cccs1 (centres undefined)	i	-22%	-11%	1%	-3%	-3%	-2%	8%
CC1CC(C)CN(CCCNC(=O)Cn2ncc3c([nH]c4ccccc43)c2=O)C1 (centres undefined)	i	-20%	5%	21%	-4%	3%	-9%	-4%
Cc1cc(OCC(=O)Nc2cccnc2)c2c(C)cc(=O)oc2c1	i	15%	-6%	22%	0%	0%	4%	11%
Cc1cc(C)c(S(=O)(=O)c2ccc(F)cc2C)c(=O)[nH]1	i	-20%	6%	-11%	3%	-4%	4%	10%
N#CCSc1nc2sccc2c(=O)n1-c1ccccc1	i	8%	12%	-1%	-4%	11%	-17%	-1%
Remaining list, next part:
SMILES	PTHR1 ag	EPAC1 antag	EPAC1 agonist	TDP43 rescue	EPAC2 agonist	aSyn yeast inh	EPAC2 antag	FUS yeast rescue
Nc1ccc2nc(COc3ccccc3)[nH]c2c1	-24%	13%	11%	0%	5%	3%	6%	4%
COc1cccc(/C=N/NC(=O)c2nnn(-c3nonc3N)c2-c2cccs2)c1	i	-8%	8%	5%	17%	-13%	-2%	15%
CCc1nc2ccc(F)cc2c(C(=O)NC2CCCCC2C)c1C (centres undefined)	i	-5%	5%	15%	8%	.	-4%	21%
CCO/C(=C/c1sc2ccc(OC)cc2[n+]1CCCS(=O)(=O)[O-])CC	-3%	3%	0%	-7%	3%	.	2%	6%
CCCCc1cc(=O)oc2cc(C)cc(OC(C)C(=O)O)c12 (centres undefined)	-11%[57.5 µM]	-9%	0%	-10%	-2%	0%	0%	26%
Cc1ccc(NC(=O)C2CCCN(S(=O)(=O)c3c(C)noc3C)C2)cc1 (centres undefined)	-17%&-86%	2%	-5%	-1%&-20%	4%	4%	9%	0%&-19%
[O-][N+](=Cc1c(Cl)cccc1Cl)CC1(O)CCCCC1	-21%	6%	4%	18%	5%	-7%	-5%	-10%

Of the compounds above, these contain a furan ring, fused or not:
SMILES	PTHR1 ag	EPAC1 antag	EPAC1 agonist	TDP43 rescue	EPAC2 agonist	aSyn yeast inh	EPAC2 antag	FUS yeast rescue
O=C(c1ccco1)N1CCN(C(=O)C2CC(c3ccccc3F)=NO2)CC1 (centres undefined)	-5%	-17%	0%	6%	7%	-4%	3%	9%
COc1ccc(OCC(=O)N(Cc2ccc(C)o2)C2CCS(=O)(=O)C2)cc1 (centres undefined)	-18%	6%	13%	5%&14%	5%	0%	-4%	10%&7%
COc1ccc(N(C(=O)c2snc(C(N)=O)c2N)C(C(=O)NC2CCCC2)c2ccc(C)o2)c(OC)c1 (centres undefined)	-14%	3%	8%	-1%	16%	6%	-7%	37%
CCOC(=O)CSc1nnc(-c2ccco2)n1-c1ccccc1	i	10%	1%	-13%	1%	-1%	11%	10%
COc1ccc(C(CNC(=O)c2ccco2)N2CCCCC2)cc1 (centres undefined)	i	-6%	-4%	17%	7%	1%	-2%	-9%

Only part of the results is shown; rates above refer to the full screens.
